Screening data (PubChem BioAssay)
proCasp7 act = procaspase-7 activators, primary screen, counter-screen for procaspase-3 activator project, biochemical, absorbance, HTS, human; Caspase-7 (Homo sapiens), P55210; recombinant procaspase-7, Ac-DEVD-pNA absorbance 405 nm; D23A/D198A/D206A triple mutant, cannot self-cleave; scale: DMSO 0, 5 µM enzyme 100; activation, % at 8.5 µM; 0.093% of 330,000 active;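 active = percent activation above the screen-wide mean plus 3 SD, cut at about 25% in these data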
Target sequence (P55210 whole entry D23A/D198A/D206A): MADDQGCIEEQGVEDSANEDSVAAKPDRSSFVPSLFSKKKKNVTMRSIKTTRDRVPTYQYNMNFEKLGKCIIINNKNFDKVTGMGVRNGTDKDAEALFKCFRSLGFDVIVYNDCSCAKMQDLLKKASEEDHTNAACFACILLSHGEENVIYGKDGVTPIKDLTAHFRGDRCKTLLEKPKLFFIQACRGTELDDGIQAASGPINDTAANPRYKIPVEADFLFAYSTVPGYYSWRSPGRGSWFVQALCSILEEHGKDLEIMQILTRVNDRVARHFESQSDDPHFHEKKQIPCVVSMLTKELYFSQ
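Assay system – Uncleavable procaspase-7 mutant enzyme · Quantity – 2 µM procaspase-7 mutant as dispensed · Times – 1 h preincubation, 2 h reaction · Dosing – single nominal 8.5 µM compound dose, 0.8% DMSO final · Buffer or medium – Zinc-free 50 mM HEPES buffer, pH 7.4, with NaCl and Triton X-100 · Detection – Epi-absorbance of released pNA at 405 nm, two timepoints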
procasp3 activ = activators of human procaspase-3 D3A mutant, primary screen, biochemical, absorbance, PC-3 D3A mutant, single concentration. Caspase-3 (Homo sapiens), P42574. recombinant procaspase-3 D3A, Ac-DEVD-pNA absorbance 405 nm. activation, % at 8.5 µM. 0.11% of 330,000 active;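 active = activation above the mean of all tested compounds plus 3 SD, cut at about 21% in these data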;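 note: 0% = DMSO alone and 100% = DMSO wells spiked with extra 5 µM PC-3 D3A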
Target sequence (P42574 whole entry D9A/D28A/D175A): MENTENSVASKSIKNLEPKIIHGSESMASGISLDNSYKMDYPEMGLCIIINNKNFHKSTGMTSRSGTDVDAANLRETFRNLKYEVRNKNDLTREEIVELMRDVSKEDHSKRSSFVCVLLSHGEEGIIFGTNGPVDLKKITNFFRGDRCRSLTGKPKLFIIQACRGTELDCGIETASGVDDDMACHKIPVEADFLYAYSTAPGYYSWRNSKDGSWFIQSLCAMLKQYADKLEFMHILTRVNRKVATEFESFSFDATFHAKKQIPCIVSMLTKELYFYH
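Evaluation: percent activation relative to control range; Material: Procaspase-3 D3A mutant, all three cleavage aspartates alanine; Compound: single dose, 8.5 µM nominal compound, 0.8% DMSO; Replication: one well per compound; Signal: absorbance at 405 nm, 0 and 120 min; Schedule: 1 h preincubation plus 2 h reaction at 25 °C.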
HCV core dimer = inhibitors of HCV core protein dimerization, primary screen, biochemical, TR-FRET, high-throughput; TR-FRET GST/Flag-core106 dimerization, 1536-well; inhibition, % at 5 µM; 0.33% of 300,000 active;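 active = inhibition above the mean of all tested compounds plus 3 SD, set per screening campaign, cut at about 45% in these data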
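Assay system – GST-tagged and Flag-tagged HCV core protein residues 1-106 · Quantity – core106 proteins, GST 13.5 nM and Flag 17 nM · Benchmarks – unlabelled core106 and no-GST-core106 wells · Read-out basis – percent inhibition of core106 dimerization signal · Detection – time-resolved FRET, ex 340 nm, em 617 and 671 nm · Schedule – 4 h at 22.5 °C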
VLA-4 inh = inhibition in human VLA-4 binding assay, primary screen, VLA-4 allosteric modulator project, MLPCN library, flow cytometry, VLA-4 expressing cells; inhibition, % (about 7 µM as worked out from the volumes in the protocol); 0.2% of 330,000 active; Integrin alpha-4 (Homo sapiens), P13612; ligand binding flow cytometry; in the data active = inhibition above about 50%
GRK2 aptamer HTS = compounds blocking aptamer binding on GRK2 – biochemical, human GRK2, bead flow cytometry, HTS, primary screen | 0.59% of 330,000 active | AID 488847, 2010 | Beta-adrenergic receptor kinase 1 (Homo sapiens), P25098 | FAM-aptamer displacement from GRK2 | inhibition of aptamer binding, % at 10 µM;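 active = inhibition of aptamer binding above 40%, roughly 3 SD of noise, on plates passing a quality check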;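 note: median bead fluorescence of bound FAM aptamer so fluorescent compounds give negative values; no value below 0 was filed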
PP1 inh = PP1-alpha phosphatase inhibitors, primary screen, counter-screen for PP5 inhibitor project, biochemical, fluorescence, OMFP substrate, single point | inhibition, % at 6.7 µM | purified PP1alpha | 0.9% of 320,000 active | Serine/threonine-protein phosphatase PP1-alpha catalytic subunit (Homo sapiens), P62136;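 active = inhibition above the mean inhibition of all tested compounds plus 3 SD, computed separately for each screening campaign, cut at about 15% in these data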
GASC-1 inh = inhibitors of GASC-1 histone demethylase, primary screen, biochemical, fluorescence, DELFIA europium; GST-JMJD2C(1-420) H3K9me3 demethylation; 0.069% of 330,000 active; inhibition, % at 2.35 µM; Lysine-specific demethylase 4C (Homo sapiens), Q9H3R0; AID 2099, 2009;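 active = more than half of a compound's replicate wells show inhibition beyond 50%, single wells judged on their own value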;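 note: signal counts dimethyl H3K9 product captured on neutravidin plate; 0% = median of DMSO wells and 100% = 0.3 times that DMSO median; strong numbers were not always called active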
Target sequence (Q9H3R0 1-420 limits assumed): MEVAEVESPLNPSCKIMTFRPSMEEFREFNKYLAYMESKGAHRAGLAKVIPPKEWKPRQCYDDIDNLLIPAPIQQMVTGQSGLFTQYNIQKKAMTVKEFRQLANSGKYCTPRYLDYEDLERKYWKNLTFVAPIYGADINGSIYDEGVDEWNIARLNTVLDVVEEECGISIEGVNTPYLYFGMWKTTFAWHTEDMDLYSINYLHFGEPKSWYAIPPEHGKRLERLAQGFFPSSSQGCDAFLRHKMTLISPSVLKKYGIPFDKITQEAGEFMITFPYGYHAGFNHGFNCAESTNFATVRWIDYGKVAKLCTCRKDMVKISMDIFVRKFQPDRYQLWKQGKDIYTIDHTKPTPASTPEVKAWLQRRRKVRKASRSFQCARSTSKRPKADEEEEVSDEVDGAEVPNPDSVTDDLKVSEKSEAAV
PP5 primary = PP5 phosphatase inhibitors, primary screen, biochemical, fluorescence | purified PP5c, OMFP substrate fluorescence | inhibition, % at 6.7 µM | 0.18% of 320,000 active | AID 1987, 2009;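 active = inhibition above the campaign's mean inhibition across all tested compounds plus 3 SD, cut at about 9.5% in these data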;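 note: 0% = DMSO only and 100% = 100 µM cantharidin control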
CTSL1 counter = Fasciola hepatica cathepsin L1 inhibitors, primary screen, counter-screen for PFM18AAP inhibitor project, biochemical, QFRET, fluorogenic peptide substrate. recombinant F. hepatica cathepsin L1, Z-Leu-Arg-MCA fluorescence. inhibition, % at 5.96 µM. 0.49% of 300,000 active;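 active = inhibition above the mean of all tested compounds plus 3 SD, set per screening campaign, cut at about 17% in these data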;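 note: 0% = plate median of test compound wells and 100% = 1 µM Z-Phe-Ala-diazomethylketone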
* = called active by the depositor; . = not tested or not shown.

SMILES	proCasp7 act	procasp3 activ	HCV core dimer	VLA-4 inh	GRK2 aptamer HTS	PP1 inh	GASC-1 inh	PP5 primary	CTSL1 counter
O=C(O)c1ccc(Sc2nnnn2-c2ccccc2)c([N+](=O)[O-])c1	-2	-10	-5	4	1	0	-4	2.8	3
COc1ccc(NC(=O)CCN2CCN(c3ccccc3F)CC2)c(OC)c1	-3	-4	6	18	.	-7	-114	0.6	-2
O=C(NCCC1=CCCCC1)C1CCN(c2nnc(-n3cccc3)s2)CC1	-3	-6	19	56*	3	2	13	4.0	-2
CN(/N=C/c1ccc2c(c1)OCO2)c1nc(N2CCOCC2)nc(N2CCOCC2)n1	1	-6	-1	7	1	-5	-2	2.5	-3
Cc1ccc(C)c(C(=O)OCC(=O)Nc2cccc(S(=O)(=O)N3CCCCC3)c2)c1	0	3	.	-7	3	4	.	5.7	.
CCOc1ccc2ccccc2c1C(=O)N1CCN(c2ccccc2)CC1	-4	6	7	5	2	3	1	0.5	-1
Cc1ccc(CN2CCCNC2=O)cc1	-7	0	-4	1	5	-2	2	0.8	4
Cc1cc(C)cc(OCC(=O)OCC(=O)Nc2c(C)n(C)n(-c3ccccc3)c2=O)c1	9	10	-2	5	3	-3	-9	-1.0	-7
O=C(NCC1(c2ccccc2)CCCC1)c1ccc(Br)cc1	-10	-7	8	22	5	4	-2	0.5	-2
CC(NC(=O)c1ccncc1)c1ccc(Cl)cc1Cl (centres undefined)	0	2	8	10	0	0	-5	1.6	-2
COc1cccc(NC(=O)Nc2ccncc2)c1	-4	-2	-5	0	0	-1	1	-3.6	1
O=S(=O)(/C=C/c1ccccc1)N1CCN(c2nc(-c3cccnc3)nc3ccccc23)CC1	2	4	20	0	0	13	1	4.1	-1
CN(C)CCNC(=O)C(=O)NCC1OCCN1S(=O)(=O)c1cc(F)ccc1F (centres undefined)	4	-6	9	-9	0	-1	-13	-0.5	4
O=C(NNS(=O)(=O)c1ccccc1)c1ccncc1	10	-1	-7	-12	0	-6	7	0.3	1
CCOC(=O)C(NC(C)=O)C(=O)Nc1ccc(C(C)(C)C)cc1 (centres undefined)	11	-7	1	0	0	-2	-12	1.2	-2

Arranged by length of the SMILES (smallest number first): some entries from above.
SMILES	proCasp7 act	procasp3 activ	HCV core dimer	VLA-4 inh	GRK2 aptamer HTS	PP1 inh	GASC-1 inh	PP5 primary	CTSL1 counter
Cc1ccc(CN2CCCNC2=O)cc1	-7	0	-4	1	5	-2	2	0.8	4
O=C(NCCC1=CCCCC1)C1CCN(c2nnc(-n3cccc3)s2)CC1	-3	-6	19	56*	3	2	13	4.0	-2
CN(C)CCNC(=O)C(=O)NCC1OCCN1S(=O)(=O)c1cc(F)ccc1F (centres undefined)	4	-6	9	-9	0	-1	-13	-0.5	4

(more compounds)
SMILES	proCasp7 act	procasp3 activ	HCV core dimer	VLA-4 inh	GRK2 aptamer HTS	PP1 inh	GASC-1 inh	PP5 primary	CTSL1 counter
Cc1onc(-c2ccccc2Cl)c1C(=O)NCc1ccc(F)cc1	0	-3	-2	2	0	-2	5	1.0	4
O=[N+]([O-])c1cccc(-c2nc(-c3ccncc3)no2)c1	14	1	3	24	1	4	0	2.4	2
Cc1onc(-c2ccccc2Cl)c1C(=O)N1C=CC(C(F)(F)F)=NCC1	-3	-5	-2	-4	0	-2	0	3.7	-2
CCCCn1c(O)c(C=NCCCN(C)C)c(=O)[nH]c1=O	7	7	-1	-2	0	9	4	0.9	-1
COc1ccc(C)cc1NC(=O)CCCN1C(=O)C2CC=CCC2C1=O (centres undefined)	1	0	-2	3	0	0	6	3.7	0
CC(C)C(c1nnnn1Cc1ccc(F)cc1)N1CCSCC1 (centres undefined)	-2	-1	1	8	0	5	11	-0.9	-1
CC1CN(C(=O)c2cccc(S(=O)(=O)Nc3cc(Cl)ccc3Cl)c2)CC(C)O1 (centres undefined)	9	10	6	4	2	-1	3	-0.1	0
COc1ccccc1NC(=O)CN1CCCCC1	0	-7	1	8	2	0	-1	3.0	-1
Cc1ccccc1NC(=S)NC(=O)/C=C/c1ccco1	-3	-8	2	-18	0	2	5	1.7	9
CCCCCOc1ccc(/C=C/C(=O)NCCc2nc3ccccc3[nH]2)cc1OC	-1	3	2	40	0	-1	-4	4.7	1
CCc1nc2ccc(C(=O)N3CCN(c4ccc([N+](=O)[O-])cc4)CC3)cc2nc1CC	-29	-11	11	10	0	0	5	0.8	4
C=CCN(C(=O)c1csnn1)C(C(=O)NCc1ccccc1)c1c(F)cccc1Cl (centres undefined)	-12	-9	1	2	0	-1	-2	2.4	2
OCC[C@H]1C[C@@H](O)[C@H](O)[C@]2(CCCO2)O1	-2	3	3	.	.	5	2	3.3	-3
CN(c1ccccc1)c1nccc(=O)[nH]1	10	1	1	5	2	-2	5	0.9	-3
CCCn1c(N)c(N(CCOC)C(=O)CCC2CCCCC2)c(=O)[nH]c1=O	1	5	.	-6	3	-3	.	-1.3	.
COc1cc(S(=O)(=O)Nc2ccccc2C)ccc1NC(=O)c1ccncc1	-1	-3	-3	7	0	-3	7	3.5	0
CCOc1ccc(/C=C/C2=CC(C)(C)NC(=S)N2)cc1	-5	9	2	6	5	1	5	-0.5	2
O=C(CNc1cc(S(=O)(=O)N2CCOCC2)ccc1NCC1CCCO1)Nc1cccc(F)c1 (centres undefined)	-4	-2	-9	-20	2	-13	-20	-0.3	1
Cn1c(=O)cc2c3c(c(N4CCCCC4)ccc31)C(=O)c1ccccc1-2	1	-5	-17	-11	2	1	-2	-2.2	-1
O=C(CN1C(=O)NC2(CCCC2)C1=O)N1CCN(S(=O)(=O)c2cccc(C(F)(F)F)c2)CC1	8	2	-16	4	4	-4	-6	2.2	0
O=C(N/N=C/c1ccccn1)c1ccc(S(=O)(=O)N2CCCCCC2)cc1	-13	-6	-12	7	0	-1	4	1.9	3
CC(C)CCNC(=O)C1CC(c2cccc(F)c2)=NO1 (centres undefined)	2	2	-18	-12	0	0	-4	1.0	0
Cn1c(N)c(C(=O)CNC2CCCCC2)c(=O)n(C)c1=O	-6	5	4	4	4	4	-1	1.4	-2
CCn1nc(NC(=O)CC(C)C)c2cc3ccc(C)cc3nc21	-5	-15	-9	-2	0	3	11	2.0	5
CCCC(=O)Nc1nnc(-c2ccco2)s1	-3	5	2	3	2	-1	.	2.8	4
C=CCNC(=O)c1ccc(-c2nc3ccccc3nc2-c2ccccc2)cc1	3	9	11	-9	3	-1	4	-0.2	-6
O=C(c1ccc(O)cc1)c1ccc(O)cc1O	-1	8	0	2	4	-6	3	-0.1	2
CCN(CC(=O)NCc1cccs1)C(=O)COc1ccc(C(N)=O)cc1	5	14	.	3	0	-5	.	-1.6	.
COCc1ccc(CN2CCCC(CO)(Cc3cccc(OC)c3)C2)o1 (centres undefined)	2	1	1	-25	0	0	6	0.1	3
OCC1CCCCN1CCNCc1cn[nH]c1-c1cccc2ccccc12 (centres undefined)	-1	-8	-1	4	0	-2	-1	0.3	-4
O=C(Nc1ncc(Cc2cccc(Cl)c2)s1)C1=NCCN1	0	5	-1	-1	2	1	-4	1.0	2
Cn1c(=O)c2c(n(C)c1=O)=NC1(CCCCC1)N=2	-1	5	-1	5	0	-2	22	0.6	4
O=C(CCn1c(=S)oc2ccccc21)Nc1ccc(F)cc1	1	-2	6	-2	0	-1	.	-1.4	-1
Cc1ccc(C)c(OCC(=O)Nc2cccc(S(=O)(=O)NC3=NCCCCC3)c2)c1	-2	0	5	-7	0	2	12	3.1	2
CCC(CO)Oc1cc(NCc2cccc(OC)c2)c2ncn(C(C)C)c2c1 (centres undefined)	8	-6	.	-6	0	.	5	.	.
Cc1ccc(C)c(N2CCN(C(=O)C34CC5CC(C3)CC(n3nnc(C)n3)(C5)C4)CC2)c1	6	-12	8	2	.	0	5	-0.1	3
COC(=O)C1CN(C(=O)C(C)Oc2ccccc2Cl)c2ccccc2O1 (centres undefined)	-3	3	2	3	0	-3	17	1.3	3
CC(=O)NC(NC(=S)Nc1ccccc1Br)C(Cl)(Cl)Cl (centres undefined)	-12	-10	-2	-3	0	-5	6	-1.5	-1
O=C(NCCc1ccccc1)C(=O)NC1CCCCC1	6	10	-16	-2	1	-1	-19	1.5	1
CCN(Cc1ccccc1)C(=O)CCc1nnc(CCCc2ccccc2)o1	0	0	2	-1	5	-4	-9	-1.2	-2
Cc1cccc2cc(CN(CC3CCCO3)C(=O)NC3CCCCC3)c(=O)[nH]c12 (centres undefined)	3	4	6	11	5	0	11	1.9	0
CCN(CC(=O)NCc1cccs1)C(=O)c1ccc(C)o1	1	4	.	1	0	.	-2	.	.
c1ccc(-n2ncc3c2ncn2cnnc32)cc1	16	0	-3	0	0	-4	-3	-1.4	-2
CS(=O)(=O)c1ccc(N2CCN(C3CC(=O)NC3=O)CC2)cc1 (centres undefined)	-21	-11	-4	4	0	-2	-6	3.2	-3
Cc1cc(C)n(C(C)CNC(=O)c2ccc3c(c2)OCO3)n1 (centres undefined)	6	-2	-10	2	1	5	1	-6.6	-7

Two compounds from above, limited to PP1 inh:
mol | PP1 inh
c1ccc(-n2ncc3c2ncn2cnnc32)cc1 | -4
COC(=O)C1CN(C(=O)C(C)Oc2ccccc2Cl)c2ccccc2O1 (centres undefined) | -3

(next part)
SMILES	proCasp7 act	procasp3 activ	HCV core dimer	VLA-4 inh	GRK2 aptamer HTS	PP1 inh	GASC-1 inh	PP5 primary	CTSL1 counter
COC(=O)c1cnn(-c2ccccc2)c1N	6	7	0	.	0	-3	-5	2.9	-2
CN(C)CCOCCOc1ccc(Cl)cc1C(C)(C)C	5	-2	-20	19	3	4	-3	1.5	-2
CS(=O)(=O)c1ccc2nc(NC(=O)C3CCCCC3)sc2c1	-4	2	2	14	1	-2	7	1.6	1
COC(=O)c1cccc(Nc2nc(-c3cccnc3)nc3ccccc23)c1	-1	-5	15	-10	1	1	0	-2.2	0
Cc1cccc(NC(=S)N(c2ccccc2)C(C)C)c1C	-4	-10	-9	-13	2	2	-3	6.4	2
CCC(C)Sc1nc2c(cnn2-c2ccc(C)c(C)c2)c(=O)[nH]1 (centres undefined)	0	13	29	-18	0	-1	18	5.2	1
CCOc1ccc(C(=O)Nc2ccc(N3CCN(C(C)=O)CC3)cc2)cc1[N+](=O)[O-]	-8	2	-3	-6	1	0	10	-0.1	5
